# Source: PubChem BioAssay
# STEP block = STEP phosphatase inhibitors, primary screen, biochemical, fluorescence intensity, uHTS; Tyrosine-protein phosphatase non-receptor type 5 (Homo sapiens), P54829; recombinant STEP, OMFP fluorogenic substrate; inhibition, % at 20 µM; 360,000 compounds, 0.25% hits; AID 588621, 2011;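 active = inhibition at 20 µM, scaled per plate between control wells, above about 37%, limit read from the data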;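 note: 0% = DMSO with enzyme and substrate and 100% = substrate only without enzyme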
#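 Material: STEP (striatal-enriched tyrosine phosphatase) enzyme, cell-free; Compound dosing: 20 µM single dose in 1% DMSO; Technique: fluorescence read at 480 nm ex / 540 nm em; Times: reaction 20 min, ambient temperature; Medium: 50 mM Bis-Tris pH 6.0 with 2.5 mM DTT and 0.005% Tween 20; Also added: OMFP at 25 µM.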
# Scp1 inh = Scp-1 phosphatase inhibitors, primary screen, biochemical, colorimetric, uHTS. 340,000 compounds, 0.88% hits. Carboxy-terminal domain RNA polymerase II polypeptide A small phosphatase 1 (Homo …. Recombinant Scp1, phosphopeptide, malachite green phosphate absorbance. inhibition, % at 20 µM;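 active = inhibition above about 50% at 20 µM, limit read from the data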;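 note: plate controls were DMSO wells with enzyme for no effect and wells lacking enzyme for full effect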
#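 System: SCP-1 catalytic domain; Reagent: Phospho 17-mer peptide substrate; Doses: one concentration, 20 µM, with 1.0% DMSO; Incubation: 45 min room-temperature reaction, 5 min colour, 30 min stabiliser; Signal: Phosphate-binding colour reagent, absorbance read at 630 nm.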
# NadD block = inhibitors of S. aureus NadD, primary screen, biochemical, colorimetric, uHTS; Nicotinate-nucleotide adenylyltransferase NadD (Staphylococcus aureus N315); purified NadD enzyme, colorimetric absorbance read-out; inhibition, % at 20 µM; 360,000 compounds, 0.78% hits; AID 602399, 2012; in the data active = inhibition above about 26%; note: some compounds past the cut are filed as inactive
# Rin1 Abl inh = inhibitors of Rin1-Abl protein binding, primary screen, biochemical, TR-FRET | Tyrosine-protein kinase ABL1 (Homo sapiens) + Ras and Rab interactor 1 (Homo sapiens), … | inhibition, % at 7.35 µM | 360,000 compounds, 0.4% hits | AID 588664, 2011; in the data active = inhibition above about 5%, passing the limit was not always enough
# DNMT1 block = human DNMT1 methyltransferase inhibitors, primary screen, biochemical, molecular beacon, fluorescence, HinP1I cleavage, uHTS. DNA (cytosine-5)-methyltransferase 1 (Homo sapiens), P26358. inhibition (reported as % activation of signal), % at 10 µM. 360,000 compounds, 0.83% hits; in the data active = inhibition above about 50%
# Target sequence (P26358 504-1616 limits assumed): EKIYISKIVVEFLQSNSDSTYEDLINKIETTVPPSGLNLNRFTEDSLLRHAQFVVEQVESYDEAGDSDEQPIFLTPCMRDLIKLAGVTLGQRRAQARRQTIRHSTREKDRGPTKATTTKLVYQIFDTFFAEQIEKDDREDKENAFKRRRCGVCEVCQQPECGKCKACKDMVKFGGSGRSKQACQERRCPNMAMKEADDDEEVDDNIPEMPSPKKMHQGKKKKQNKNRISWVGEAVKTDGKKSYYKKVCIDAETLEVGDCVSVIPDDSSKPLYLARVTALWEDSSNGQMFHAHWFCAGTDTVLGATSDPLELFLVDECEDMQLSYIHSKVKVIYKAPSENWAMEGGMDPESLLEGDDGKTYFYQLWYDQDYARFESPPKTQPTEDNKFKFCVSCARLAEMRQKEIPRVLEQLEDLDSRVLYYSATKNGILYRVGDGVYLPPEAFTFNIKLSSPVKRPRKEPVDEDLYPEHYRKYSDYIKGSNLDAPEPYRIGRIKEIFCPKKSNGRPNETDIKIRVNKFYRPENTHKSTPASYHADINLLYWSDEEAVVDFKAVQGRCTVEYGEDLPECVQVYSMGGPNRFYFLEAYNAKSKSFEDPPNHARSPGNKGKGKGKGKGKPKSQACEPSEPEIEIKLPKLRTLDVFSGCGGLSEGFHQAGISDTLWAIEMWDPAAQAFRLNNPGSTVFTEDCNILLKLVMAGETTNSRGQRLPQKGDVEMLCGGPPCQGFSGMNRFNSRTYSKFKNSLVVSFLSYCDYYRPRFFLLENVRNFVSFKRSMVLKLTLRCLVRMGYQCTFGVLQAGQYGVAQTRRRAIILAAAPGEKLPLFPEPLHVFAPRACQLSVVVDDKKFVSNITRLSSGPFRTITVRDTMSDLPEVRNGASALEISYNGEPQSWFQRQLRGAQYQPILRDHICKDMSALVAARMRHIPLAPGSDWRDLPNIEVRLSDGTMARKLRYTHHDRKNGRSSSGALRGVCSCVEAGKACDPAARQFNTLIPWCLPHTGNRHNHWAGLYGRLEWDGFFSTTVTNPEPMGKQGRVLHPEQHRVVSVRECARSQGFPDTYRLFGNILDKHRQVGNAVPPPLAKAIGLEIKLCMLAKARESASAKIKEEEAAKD
# CSN inh = inhibitors of CSN-mediated cullin deneddylation, primary screen, biochemical, fluorescence polarization, uHTS | COP9 signalosome complex subunit 5 (Homo sapiens), Q92905 | Purified CSN, SCF-Nedd8-OG deneddylation | inhibition, % at 12.5 µM | 360,000 compounds, 0.38% hits | AID 651999, 2013;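 active = pattern-corrected inhibition above about 35%, with an unprinted fluorescence ratio check between 0.5 and 1.5, limit read from the data, passing the limit was not always enough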;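 note: 0% = enzyme with substrate and 100% = substrate without enzyme; some results filed as inactive read as strong as hits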
#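 Assay system: HEK293T-derived human Csn5 enzyme; quantity: 0.24 nM enzyme; medium: Tris/NaCl/DTT buffer, pH 7.5; also added: substrate SCFSkp2-Nedd8OG, 10 nM; doses: 12.5 µM compound; schedule: 90 min reaction at room temperature; signal: FP; read-out: % inhibition of substrate cleavage by Csn5; benchmarks: substrate-only high control, full reaction low control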
# Neddylation inh = inhibitors of cullin neddylation, primary screen, biochemical, TR-FRET, uHTS, NAE and Ubc12 | calls only at 25 µM | NEDD8-conjugating enzyme Ubc12 (Homo sapiens) + NEDD8-activating enzyme E1 regulatory … | 360,000 compounds, 0.58% hits | AID 651699, 2012; in the data active = inhibition above about 36%
# LMPTP block = LMPTP phosphatase inhibitors, primary screen, biochemical, fluorescence intensity, uHTS. Low molecular weight phosphotyrosine protein phosphatase (Homo sapiens), P24666. recombinant LMPTP-A, OMFP fluorogenic substrate. inhibition, % at 20 µM. 360,000 compounds, 0.22% hits. AID 651560, 2012;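 active = compounds that cut the enzyme signal by at least half of the control window in the single-dose screen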;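 note: plate controls were DMSO wells with enzyme plus substrate for no effect and substrate without enzyme for full effect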
#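 Material: LMPTP-A; amount: 0.625 nM enzyme; doses: single 20 µM dose; times: reaction 50 min, room temperature, dark; technique: fluorescence intensity of OMFP turnover product; benchmarks: no-enzyme and uninhibited controls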
# SUMO1 PPI mod = modulators of SUMO1 protein-protein interactions, primary screen, biochemical, uHTS | Small ubiquitin-related modifier 1 (Homo sapiens), P63165 | SUMO1 binding to a labelled peptide, TR-FRET, 1 h | inhibition, % at 20 µM | 360,000 compounds, 0.33% hits | AID 602429, 2012; in the data active = inhibition above about 37%
# Rpn11 inh = Rpn11 (PSMD14) deubiquitinase inhibitors, primary screen, biochemical, fluorescence polarization, uHTS; 26S proteasome non-ATPase regulatory subunit 14 (Homo sapiens), O00487; human 26S proteasome, Ub4-pepOG fluorescence polarization; 20S core pre-blocked with epoxomicin; calls only at 20 µM; 360,000 compounds, 0.59% hits; AID 588493, 2011;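 active = inhibition at 20 µM, scaled to each plate's controls, above about 33%, limit read from the data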
# * hit, by the source's call; i = inactive; . = no result given.
SMILES,STEP block,Scp1 inh,NadD block,Rin1 Abl inh,DNMT1 block,CSN inh,Neddylation inh,LMPTP block,SUMO1 PPI mod,Rpn11 inh
CCCc1ccc(Oc2c(-c3ccc(O)c(C)c3O)n[nH]c2C)cc1,-7,-18,-4,3,-3,0,i,0.6,5,i
CCOC(=O)c1ccc(N=Nc2c(C)c(C#N)c(O)[nH]c2=O)cc1,-1,1,12,-2,-12,18,i,3.8,-10,.
CCCCC(=O)Nc1ccc(NC(=S)NC(=O)c2ccco2)cc1OC,1,-11,-1,-2,5,-1,i,0.5,-3,i
O=C(NCc1nnc(SCC(=O)N2CCOCC2)o1)c1cccs1,-2,5,-1,3,1,2,i,-0.8,-1,i
CCCCn1c(N)c(N(CCC(C)C)C(=O)C2CC(=O)N(c3cccc(SC)c3)C2)c(=O)[nH]c1=O (stereo not drawn),-2,2,3,1,-4,3,i,-1.0,1,i
CCc1ccccc1NC(=O)NC(C)c1ccc2c(c1)OCO2 (stereo not drawn),1,10,-5,-3,0,-3,i,-0.3,-2,i
Cc1oc(-c2ccccc2)nc1C(=O)OCC(=O)NC(C)c1ccccc1 (stereo not drawn),1,-4,1,1,2,-7,i,-0.6,-2,i
CCCCNC(=O)N1CCC(CCC(=O)N(C)Cc2ccccc2)CC1,-1,-7,-2,0,-2,-2,i,-1.2,6,i
Cc1ccc(S(=O)(=O)N2CCCN(c3nccc(C(F)(F)F)n3)CC2)cc1,0,-8,1,-2,4,5,i,2.6,1,i
Cc1ccccc1N1C(=O)CN(Cc2sccc2C)C1=S,1,-7,-3,1,2,-3,i,-1.4,-1,i
Cc1ccc2c(CC(=O)NCC(C)(C)N3CCOCC3)coc2c1,-1,7,1,-7,1,-4,i,-0.1,-1,i
COc1ccc(CC(=O)OCc2nnc(C3COc4ccccc4O3)o2)cc1OC (stereo not drawn),1,-12,-6,1,-3,1,i,-0.8,2,i
CCCn1c(Nc2ccccc2C)nc2ccccc21,0,-1,-6,-1,-1,4,i,13,1,i
O=C(NCc1ccncc1)C1CCCCC1,-1,-3,-1,-1,2,3,i,0.7,-3,i
COC1C(C)=C(C)C(=O)N1Cc1ccccc1 (stereo not drawn),-2,-8,-5,0,1,-2,i,-2.2,3,i
CN(C)CCNc1ccc2ncn3c4ccc(O)cc4c(=O)c1c23,-6,-13,3,-62,86*,-59,i,63*,-59,i
CCOC(=O)c1[nH]c(C)c(C(=O)Nc2cc(OC)ccc2OC)c1C,-3,-5,-8,-2,-4,5,i,0.5,0,i
COc1ccc(NC(=O)c2ccc(Br)o2)cc1,0,-4,-7,4,7,1,i,-2.6,1,i
CSCC[C@H](N)C(=O)N1CCC(C(=O)N[C@@H](Cc2c[nH]c3ccccc23)C(=O)O)CC1,-1,-1,-4,1,-2,3,i,-7.0,-1,i
CCCc1cc(=O)oc2c(CN3CCOCC3)c(O)ccc12,11,3,5,-2,-1,-3,.,0.8,1,i
COc1ccc(CC(=O)N2CC(=O)N(CCc3ccccc3)C(=O)C2)cc1,2,-7,-4,0,1,-1,i,-1.4,3,i
Cc1ccc(C(=O)NNC(=O)CSc2n[nH]c(-c3cccnc3)n2)cc1,3,5,1,3,6,-7,i,2.3,3,i
Cc1ccc(C)c(S(=O)(=O)N2CCCC2CNC(=O)C(=O)NCc2cccs2)c1 (stereo not drawn),2,-9,-4,0,1,2,i,-0.5,12,i
Cc1cc(NC(=O)c2ccco2)c(=O)n(Cc2cccc(C(F)(F)F)c2)c1,0,-6,-6,3,66*,2,i,1.1,-8,i
C/C(=N\NC(=O)c1cc(C)oc1C)c1ccc2ccccc2c1,2,-1,1,3,-1,1,i,0.2,1,i
c1ccc(-c2nc(NCc3cccnc3)c3ccccc3n2)cc1,1,-4,2,-1,-3,-3,i,58*,6,i
CC1=C/C(=N\NC(=O)c2ccccc2)CC1,-2,-3,-3,2,0,2,i,0.5,-1,i
CSCCC(NC(=O)OCc1ccccc1)NC(=O)OCc1ccccc1,2,.,-1,2,2,4,i,0.4,0,i
COc1ccc(-n2c(Cc3cccn3C)nnc2SCC(=O)Nc2nc(C)cs2)cc1,-2,7,5,1,-2,2,i,0.8,14,i
COc1ccc(C(C)=O)cc1COC(=O)CCC(=O)c1cccs1,2,-2,2,-1,2,5,i,0.1,1,i
C=CCN=c1scc(-c2ccco2)n1/N=C/c1ccc(O)c(O)c1O,3,9,20,11*,-15,29,i,21,-5,i
O=C(CN1C(=O)C(=O)c2ccccc21)c1ccc(Cl)cc1,2,-8,-4,-1,-8,0,i,0.9,-30,i
Cc1ccc(-n2nc3c(c2NC(=O)C2CC2)CS(=O)(=O)C3)cc1,3,-4,-4,3,3,1,i,-1.3,2,i
Cc1ccc(N(CCC(=O)O)S(=O)(=O)c2ccccc2)cc1,-1,0,0,-1,8,-13,i,-1.4,-2,i
O=C(CN1CCCCCC1)N1c2ccccc2Sc2ccc(C(F)(F)F)cc21,0,7,-2,0,0,3,i,-1.5,2,i
Cc1cc(Cl)ccc1NC(=S)NCc1ccccc1Cl,5,-10,-3,1,2,-15,i,-0.9,-1,i
CC1(C(=O)NS(=O)(=O)c2ccccc2Cl)CCN1C(=O)C1(c2ccc(Cl)cc2)CC1 (stereo not drawn),-2,.,2,-1,5,1,i,-1.1,7,i
COC(=O)c1cccc(NC(=O)c2ccco2)c1,0,1,-19,4,3,3,i,-2.7,-1,i
CCc1ccccc1Nc1cc(C(=O)NCc2ccccn2)c2ccccc2n1,-3,-3,-1,1,-10,-4,i,-1.7,-6,i
COCC1CCCCN1C(=O)CCCn1nnnc1CN1CCC(C)CC1 (stereo not drawn),-3,-5,3,-2,3,-1,i,-1.6,-1,i
O=C(Nc1nc(-c2ccccc2)cs1)C1CCCCN1S(=O)(=O)c1ccc(Cl)cc1 (stereo not drawn),0,-11,3,1,-8,-1,i,3.2,-3,i
O=C(CNC(=O)c1ccc2c(=O)n3c(nc2c1)CCC3)Nc1ccc(F)c(F)c1,-1,1,2,-3,-2,-7,i,-1.0,0,i
O=S(=O)(Nc1ccc(F)cc1)c1cccc2nsnc12,1,-10,2,-1,3,-2,i,-0.9,-24,i
COc1ccc(S(=O)(=O)N2CCC(N3CCN(c4ccccc4OC)CC3)CC2)cc1,4,-12,-4,0,-1,1,i,-0.7,3,i
CCCNC(=O)C1(C)CCCN(Cc2ccc(-c3ccccn3)cc2)C1 (stereo not drawn),-1,.,-1,-1,0,0,i,-1.5,-1,i
O=P(O)(c1ccccc1)c1ccccc1O,-3,-4,3,-3,-1,0,i,-1.4,2,i
CCOc1cc(C2NC(=O)N(C)C(C)=C2C(=O)OC)cc(Br)c1O (stereo not drawn),-2,-3,-6,0,-2,6,i,-1.9,-1,i
O=C(CCc1cccc(Cl)c1)N1CCCC(Nc2ccccc2)C1 (stereo not drawn),-1,6,-3,-1,-2,-3,i,1.3,6,i
O=C(Nc1nnc(-c2ccc(Cl)s2)o1)C1CC1,0,57*,0,1,-1,-6,i,-0.2,-2,i
COc1ccc(/C=C2\SC(=O)N(CCn3cnnn3)C2=O)cc1,1,-5,5,0,2,-3,i,1.7,-29,i
COC(=O)Cn1cc(C(=O)OC)cc(Br)c1=O,-3,3,-3,-1,-2,-3,i,-0.2,-3,i

# Rewritten with values under each structure: part of the list above
# Sequence of screens – STEP block, Scp1 inh, NadD block, Rin1 Abl inh, DNMT1 block, CSN inh, Neddylation inh, LMPTP block, SUMO1 PPI mod, Rpn11 inh
- COC(=O)c1cccc(NC(=O)c2ccco2)c1
  0, 1, -19, 4, 3, 3, i, -2.7, -1, i
- CCc1ccccc1Nc1cc(C(=O)NCc2ccccn2)c2ccccc2n1
  -3, -3, -1, 1, -10, -4, i, -1.7, -6, i
- COCC1CCCCN1C(=O)CCCn1nnnc1CN1CCC(C)CC1 (stereo not drawn)
  -3, -5, 3, -2, 3, -1, i, -1.6, -1, i
- O=C(Nc1nc(-c2ccccc2)cs1)C1CCCCN1S(=O)(=O)c1ccc(Cl)cc1 (stereo not drawn)
  0, -11, 3, 1, -8, -1, i, 3.2, -3, i
- O=C(CNC(=O)c1ccc2c(=O)n3c(nc2c1)CCC3)Nc1ccc(F)c(F)c1
  -1, 1, 2, -3, -2, -7, i, -1.0, 0, i
- O=S(=O)(Nc1ccc(F)cc1)c1cccc2nsnc12
  1, -10, 2, -1, 3, -2, i, -0.9, -24, i
- COc1ccc(S(=O)(=O)N2CCC(N3CCN(c4ccccc4OC)CC3)CC2)cc1
  4, -12, -4, 0, -1, 1, i, -0.7, 3, i
- CCCNC(=O)C1(C)CCCN(Cc2ccc(-c3ccccn3)cc2)C1 (stereo not drawn)
  -1, ., -1, -1, 0, 0, i, -1.5, -1, i
- O=P(O)(c1ccccc1)c1ccccc1O
  -3, -4, 3, -3, -1, 0, i, -1.4, 2, i
- CCOc1cc(C2NC(=O)N(C)C(C)=C2C(=O)OC)cc(Br)c1O (stereo not drawn)
  -2, -3, -6, 0, -2, 6, i, -1.9, -1, i
- O=C(CCc1cccc(Cl)c1)N1CCCC(Nc2ccccc2)C1 (stereo not drawn)
  -1, 6, -3, -1, -2, -3, i, 1.3, 6, i
- O=C(Nc1nnc(-c2ccc(Cl)s2)o1)C1CC1
  0, 57*, 0, 1, -1, -6, i, -0.2, -2, i
- COc1ccc(/C=C2\SC(=O)N(CCn3cnnn3)C2=O)cc1
  1, -5, 5, 0, 2, -3, i, 1.7, -29, i
- COC(=O)Cn1cc(C(=O)OC)cc(Br)c1=O
  -3, 3, -3, -1, -2, -3, i, -0.2, -3, i
